Assay outcomes: PubChem, Columbia University Molecular Screening Center
mHtt clearance = mutant huntingtin protein clearance | HeLa Exon1htt(103Q)mCFP, aggregate imaging; zero = plate's median compound well | inhibition, % at 1.5 µM | 47,000 tested, 0.42% active | AID 853;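 active = inhibition of aggregate fluorescence above about 70%, also judged a hit by eye on the cell image, limit read from the data, passing the limit was not always enough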;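 also: cells exposed to compound for three days before fixation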
mHtt clearance grain fraction = recorded beside mHtt clearance, whose call it bears; fraction fluorescence in grains; measured here: aggregate grain fluorescence fraction; active compounds read low;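 scaled fraction of total cell fluorescence in grains with unit not stated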
* hit, by the source's call. An excerpt, so the mix of outcomes need not match the whole.

What do the screens show for `COc1ccc(C2NC(=O)NC(C)=C2C(=O)OCc2ccc3c(c2)OCO3)cc1OC` (configuration not stated)?
mHtt clearance: 38; mHtt clearance grain fraction: 11

Results for CCc1ccc(N(CC(=O)Nc2nc3ccc(C)cc3s2)S(=O)(=O)c2c(C)noc2C)cc1 ?
mHtt clearance: -214; mHtt clearance grain fraction: 164

What do the screens show for `CCCCC(=O)Nc1nnc(SCC(=O)NC2CCCC2)s1`?
mHtt clearance: -38; mHtt clearance grain fraction: 53

Results for CCCc1cc(C(=O)NCc2ccco2)no1 ?
mHtt clearance: 45; mHtt clearance grain fraction: 20

Results for O=C(CCn1c(=O)oc2ccccc21)NCc1cccs1 ?
mHtt clearance: -50; mHtt clearance grain fraction: 29

Results for c1ccc(CCc2nn3c(Cn4cnc5ccccc54)nnc3s2)cc1 ?
mHtt clearance: 5; mHtt clearance grain fraction: 18

Results for CSc1nn(CCc2ccncc2)c(=S)s1 ?
mHtt clearance: -58; mHtt clearance grain fraction: 32

Results for COc1ccc(-c2nnc(SCC(=O)N3CCCc4ccccc43)o2)cc1OC ?
mHtt clearance: 31; mHtt clearance grain fraction: 12

Results for O=C(NCCc1c[nH]c2ccccc12)c1ccc(S(=O)(=O)NCc2ccco2)cc1 ?
mHtt clearance: -2; mHtt clearance grain fraction: 35

Results for c1ccc(-c2nc3ccccc3o2)nc1 ?
mHtt clearance: 1; mHtt clearance grain fraction: 40

Results for CC(=O)Nc1cccc(NC(=O)CCCC(=O)O)c1 ?
mHtt clearance: 34; mHtt clearance grain fraction: 19

What do the screens show for `O=C1CCCN1CCCNc1ccc(S(=O)(=O)N2CCCCC2)cn1`?
mHtt clearance: 12; mHtt clearance grain fraction: 31

Results for Cc1ccc2cccc(O)c2[n+]1[O-] ?
mHtt clearance: 10; mHtt clearance grain fraction: 36

How did Cc1ccc(N2CC(C(=O)Nc3ccc(S(=O)(=O)N4CCOCC4)cc3)CC2=O)cc1 (configuration not stated) do in these assays?
mHtt clearance: -35; mHtt clearance grain fraction: 23

Results for O=C(CSc1nncn1-c1ccccc1)NCc1cccs1 ?
mHtt clearance: 5; mHtt clearance grain fraction: 18

Results for CC(C)(C)NC(=O)C(Cc1ccccc1)NS(=O)(=O)c1cccc2nsnc12 (configuration not stated) ?
mHtt clearance: -13; mHtt clearance grain fraction: 22

What do the screens show for `CC12CCC(C(=O)NCc3cccnc3)(OC1=O)C2(C)C` (configuration not stated)?
mHtt clearance: -28; mHtt clearance grain fraction: 24

How did COc1cccc(/C(C#N)=C/c2c(-c3ccc(Cl)cc3)nc3c(C)cccn23)c1 do in these assays?
mHtt clearance: 52; mHtt clearance grain fraction: 18

Results for Oc1cc(NCc2cccnc2)ccc1-c1nc2ccccc2o1 ?
mHtt clearance: -144; mHtt clearance grain fraction: 48

Results for COC(=O)c1cccc(S(=O)(=O)N2CCOCC2)c1 ?
mHtt clearance: -303; mHtt clearance grain fraction: 124

Results for Cc1cc2ncn(CC(O)COc3cccc(C(=O)O)c3)c2cc1C (configuration not stated) ?
mHtt clearance: 1; mHtt clearance grain fraction: 39

How did COc1cc(C2C(C#N)=C(N)Oc3n[nH]c(-c4ccncc4)c32)cc(OC)c1OC (configuration not stated) do in these assays?
mHtt clearance: -17; mHtt clearance grain fraction: 42

How did N#Cc1nc(-c2ccc(OCc3ccccc3)cc2)oc1N1CCOCC1 do in these assays?
mHtt clearance: -34; mHtt clearance grain fraction: 47

What do the screens show for `CC(C)C[C@H](NC(=O)Nc1cccc(Cl)c1)C(=O)O`?
mHtt clearance: -8; mHtt clearance grain fraction: 37

What do the screens show for `COc1ccc(NC(=O)c2cc(C(C)C)on2)cc1OC`?
mHtt clearance: 34; mHtt clearance grain fraction: 13

How did C=CCSc1nc(N)c(C(=O)Nc2ccccc2C)cc1C(N)=O do in these assays?
mHtt clearance: 30; mHtt clearance grain fraction: 13

Results for O=C(NC(C(=O)c1ccccc1)n1ccc(=O)[nH]c1=O)c1ccccc1 (configuration not stated) ?
mHtt clearance: 36; mHtt clearance grain fraction: 13

Results for NC(=O)c1oc2ccc(Cl)cc2c1N ?
mHtt clearance: 49; mHtt clearance grain fraction: 10

Results for O=C(c1ccco1)N1CCN(S(=O)(=O)c2ccc(Cl)s2)CC1 ?
mHtt clearance: 14; mHtt clearance grain fraction: 32

Results for O=C(Nc1nc(-c2ccco2)cs1)c1ccccc1 ?
mHtt clearance: -35; mHtt clearance grain fraction: 46

What do the screens show for `CCOC(=O)c1ccc(COC(=O)CCc2nc(-c3ccccc3)c(-c3ccccc3)o2)cc1`?
mHtt clearance: 33; mHtt clearance grain fraction: 25

How did CCOC(=O)c1c(C)nc2c(c1-c1ccc(OC)c(OC)c1)C(=O)c1ccccc1-2 do in these assays?
mHtt clearance: 4; mHtt clearance grain fraction: 42

What do the screens show for `CCN(C(=O)COC(=O)c1ccc(OCc2c(C)noc2C)cc1)c1ccccc1`?
mHtt clearance: 18; mHtt clearance grain fraction: 16

What do the screens show for `CN1CCN(/C=N/C2=C(C#N)C(c3ccccc3)C3=C(CC(C)(C)CC3=O)O2)CC1` (configuration not stated)?
mHtt clearance: 10; mHtt clearance grain fraction: 34

How did CCOC(=O)c1ccc(N/C=C/C(=O)c2ccco2)cc1 do in these assays?
mHtt clearance: -30; mHtt clearance grain fraction: 26

What do the screens show for `COC(=O)CSc1nc2cc(C)ccc2cc1C#N`?
mHtt clearance: 11; mHtt clearance grain fraction: 32

How did COc1ccccc1N1CCN(S(=O)(=O)c2cn(C)c(=O)n(C)c2=O)CC1 do in these assays?
mHtt clearance: -7; mHtt clearance grain fraction: 36

What do the screens show for `CC(C)C(NC(=O)/C=C/c1ccc(F)cc1)C(C)C`?
mHtt clearance: 26; mHtt clearance grain fraction: 22

How did Cn1c(=O)[nH]c(=O)c2c1nc(N(CCO)Cc1ccccc1)n2CCCc1ccccc1 do in these assays?
mHtt clearance: 30; mHtt clearance grain fraction: 33

How did COc1cc(CCN2C(=O)c3cccc4cccc(c34)C2=O)c(S(=O)(=O)NCCCO)cc1OC do in these assays?
mHtt clearance: 39; mHtt clearance grain fraction: 26

Results for Cn1c(SCC(=O)C(C)(C)C)nnc1-c1cccnc1 ?
mHtt clearance: -2; mHtt clearance grain fraction: 37

How did CCCCOC(=O)Nc1cccc(Cl)c1C do in these assays?
mHtt clearance: 27; mHtt clearance grain fraction: 14

How did CCn1c(COc2ccccc2)nnc1SCC(=O)Nc1ccc2c(c1)OCCO2 do in these assays?
mHtt clearance: -4; mHtt clearance grain fraction: 22

What do the screens show for `CC(C)N1C(=O)C2ON(c3ccccc3)C(c3cccs3)C2C1=O` (configuration not stated)?
mHtt clearance: 2; mHtt clearance grain fraction: 36

How did COc1ccccc1NC(=O)N1CCCC1C(=O)NC1CCCCC1 (configuration not stated) do in these assays?
mHtt clearance: 14; mHtt clearance grain fraction: 16

How did O=C(COC(=O)C12CC3CC(CC(C3)C1)C2)N1CCN(S(=O)(=O)c2ccccc2)CC1 do in these assays?
mHtt clearance: 42; mHtt clearance grain fraction: 21

How did Cn1c(=O)c2c(nc(Br)n2CCSc2nc3ccccc3o2)n(C)c1=O do in these assays?
mHtt clearance: -56; mHtt clearance grain fraction: 63

What do the screens show for `COc1cccc(CC2CC(=O)N(CCc3ccc4c(c3)OCO4)C2=O)c1` (configuration not stated)?
mHtt clearance: -15; mHtt clearance grain fraction: 20

What do the screens show for `C/C(=N/Oc1nc(C)cc(C)n1)c1ccccc1`?
mHtt clearance: -91; mHtt clearance grain fraction: 38

Results for O=C(Nc1ccc(C(=O)N2CCCC2)cc1)c1ccc2c(c1)OCO2 ?
mHtt clearance: 14; mHtt clearance grain fraction: 17

What do the screens show for `COc1cccc(-c2nnn(CC(=O)O)n2)c1`?
mHtt clearance: -46; mHtt clearance grain fraction: 27

How did Cc1ccc(C(=O)Nc2ccccc2SCC2CSc3nc4ccccc4c(=O)n32)cc1 (configuration not stated) do in these assays?
mHtt clearance: -66; mHtt clearance grain fraction: 64

How did O=C(Nc1ccc(C(F)(F)F)cc1)C1CCCN1S(=O)(=O)c1cccc2cccnc12 (configuration not stated) do in these assays?
mHtt clearance: 61; mHtt clearance grain fraction: 14

Results for CSc1ccccc1C(=O)NCc1ccc2c(c1)OCO2 ?
mHtt clearance: 60; mHtt clearance grain fraction: 7.2

Results for Cc1nc(NCCO)c2nnn(Cc3ccccc3F)c2n1 ?
mHtt clearance: 55; mHtt clearance grain fraction: 8.5

Results for Cc1cc(C)nc(-n2c(Nc3ccccc3)cc(=O)c3c(C)n(-c4ccccc4)c(=O)nc32)n1 ?
mHtt clearance: 11; mHtt clearance grain fraction: 17

What do the screens show for `Cn1c(=O)n(C)c2cc(S(=O)(=O)N3CCCc4ccccc43)ccc21`?
mHtt clearance: -66; mHtt clearance grain fraction: 33

How did CCCCc1nc2ccccc2c(NC(=O)CN(CC)CC)c1CCC do in these assays?
mHtt clearance: 37; mHtt clearance grain fraction: 13

How did COc1ccc(Cl)cc1NC(=O)C1CCCN(S(=O)(=O)c2cccc3nonc23)C1 (configuration not stated) do in these assays?
mHtt clearance: 51; mHtt clearance grain fraction: 18

How did CCn1c(=O)n(CC(=O)NCc2ccccc2OC)c(=O)c2ccccc21 do in these assays?
mHtt clearance: -51; mHtt clearance grain fraction: 30

Reprinted from the part before: 6 compounds, followed by the next part.
Results for Cc1nc(NCCO)c2nnn(Cc3ccccc3F)c2n1 ?
mHtt clearance: 55; mHtt clearance grain fraction: 8.5

Results for Cc1cc(C)nc(-n2c(Nc3ccccc3)cc(=O)c3c(C)n(-c4ccccc4)c(=O)nc32)n1 ?
mHtt clearance: 11; mHtt clearance grain fraction: 17

What do the screens show for `Cn1c(=O)n(C)c2cc(S(=O)(=O)N3CCCc4ccccc43)ccc21`?
mHtt clearance: -66; mHtt clearance grain fraction: 33

How did CCCCc1nc2ccccc2c(NC(=O)CN(CC)CC)c1CCC do in these assays?
mHtt clearance: 37; mHtt clearance grain fraction: 13

How did COc1ccc(Cl)cc1NC(=O)C1CCCN(S(=O)(=O)c2cccc3nonc23)C1 (configuration not stated) do in these assays?
mHtt clearance: 51; mHtt clearance grain fraction: 18

How did CCn1c(=O)n(CC(=O)NCc2ccccc2OC)c(=O)c2ccccc21 do in these assays?
mHtt clearance: -51; mHtt clearance grain fraction: 30

How did S=C1NC(c2ccccc2)=NCN1c1ccc(Cl)cc1 do in these assays?
mHtt clearance: -18; mHtt clearance grain fraction: 23

Results for COCc1cc(C)nc2sc(C(=O)N3CCCC3)c(N)c12 ?
mHtt clearance: -7; mHtt clearance grain fraction: 20

How did CCC1=NC(c2ccccc2OC)N(O)C1(C)C (configuration not stated) do in these assays?
mHtt clearance: 16; mHtt clearance grain fraction: 17

How did COc1ccc(NC(=O)C(C)NS(=O)(=O)c2ccc(NC(C)=O)cc2)cc1Cl (configuration not stated) do in these assays?
mHtt clearance: -106; mHtt clearance grain fraction: 38

What do the screens show for `CCC(=O)n1nc(-c2ccc(OC)cc2)nc1SC`?
mHtt clearance: 42; mHtt clearance grain fraction: 11

What do the screens show for `N#Cc1c(-c2ccc(Cl)cc2)ccn2nc(CCC(=O)O)nc12`?
mHtt clearance: -15; mHtt clearance grain fraction: 35

What do the screens show for `ONC(=Nc1ccccc1)c1ccccc1Cl`?
mHtt clearance: 14; mHtt clearance grain fraction: 34

Results for O=C(CCC(=O)c1cccs1)Nc1nnc(C2CC2)s1 ?
mHtt clearance: -16; mHtt clearance grain fraction: 40

Results for CCCNC(=S)NC1CC2CCC(C1)N2Cc1ccccc1 (configuration not stated) ?
mHtt clearance: -26; mHtt clearance grain fraction: 49

How did CC1CCCC(NC(=O)CSc2ncccc2C(=O)O)C1C (configuration not stated) do in these assays?
mHtt clearance: 18; mHtt clearance grain fraction: 31

Results for Cc1nnc(SCC(=O)Nc2ccc(S(=O)(=O)N3CCCC3)cc2)n1N ?
mHtt clearance: -4; mHtt clearance grain fraction: 36

How did CC1CCCC(C)N1CCNC(=O)Nc1ccc(Cl)cc1 (configuration not stated) do in these assays?
mHtt clearance: 17; mHtt clearance grain fraction: 15

How did CC(C)(C)Cc1nc(-c2ccccn2)no1 do in these assays?
mHtt clearance: -26; mHtt clearance grain fraction: 25

What do the screens show for `O=C(C1=C(O)C(=O)N(CC2CCCO2)C1c1cccnc1)c1ccco1` (configuration not stated)?
mHtt clearance: -31; mHtt clearance grain fraction: 59

What do the screens show for `COc1ccc(C(=O)C(CN2CCOCC2)c2ccccc2)cc1F` (configuration not stated)?
mHtt clearance: 6; mHtt clearance grain fraction: 40

What do the screens show for `O=C(COc1ccccc1)NCC1CCCO1` (configuration not stated)?
mHtt clearance: -6; mHtt clearance grain fraction: 21

What do the screens show for `COc1cc(CNC(C)c2ccccc2)c(Br)cc1OCC(N)=O` (configuration not stated)?
mHtt clearance: -34; mHtt clearance grain fraction: 26

How did Cc1cc(C)c(C#N)c(SCC(=O)NC(C)(C)C)n1 do in these assays?
mHtt clearance: 28; mHtt clearance grain fraction: 26

Results for Cc1ccc2cc(C#N)c(NCc3ccco3)nc2c1 ?
mHtt clearance: 39; mHtt clearance grain fraction: 21

Results for CCCCN=CC1=C(O)C(C(=O)OC)C(C)(C)CC1=O (configuration not stated) ?
mHtt clearance: 34; mHtt clearance grain fraction: 26

How did Cc1ccc(S(=O)(=O)N(C)c2ccc(N)cc2)cc1 do in these assays?
mHtt clearance: -8; mHtt clearance grain fraction: 25

Results for COc1ccc(CNC(=O)CN(c2cc(C)cc(C)c2)S(=O)(=O)c2c(C)noc2C)cc1 ?
mHtt clearance: -9; mHtt clearance grain fraction: 53

How did CC(=O)NC1CSCC1OC(C)=O (configuration not stated) do in these assays?
mHtt clearance: 50; mHtt clearance grain fraction: 19

How did CCOc1cc(N2CCOCC2)c(OCC)cc1NC(=O)Cc1ccc(OC)c(OC)c1 do in these assays?
mHtt clearance: 1; mHtt clearance grain fraction: 20
